From PubChem BioAssay
D3 ag: D3 dopamine receptor (human) agonism; D3R DiscoveRx beta-arrestin cells, luminescence, 90 min; max activation, %; 410,000 compounds, 0.58% hits; AID 652048; in the data active = max activation above about 30%; also: 0% is about no effect; mostly tested at two doses, the higher about 12 µM
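Cells at 1500/well, incubated overnight, then treated with pinned compounds (dopamine as control) for 90 min at 37 degrees C. DiscoveRx reagent added for 30 - 60 minutes at room temperature; luminescence read.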
Akt phos inh: inhibitors of Akt phosphorylation; AID 651550; activity change, % for hits at 50 µM; 360,000 compounds, 0.32% hits; Neuro2A IGF-stimulated pAkt S473 HTRF, 20 min; hits give low values; in the data active = activity change below about -80%; inconclusive = mostly about -51% to -80%; also: % is scaled to controls: 0 for no effect and ±100 for the full control effect
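Neuro2A cells (4,500/well, DMEM with 0.5% FBS) were treated with compound at a single 50 µM final concentration, stimulated with 6 nM IGF for 20 min at 37 °C, and lysed. Phospho-Akt Ser473 was read by HTRF as 665/615 ratio ×10^4.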
PTHR1 ag: PTHR1 (human) receptor agonism; AID 743266; HEK293 GP2 PTHR1 cells, GloSensor cAMP luminescence, 1 h; Q03431; Potency, µM (top dose mostly 115 µM), for the others: top-dose activation, most hits filed as activators; 410,000 compounds, 0.075% hits; also: potency is read from the fitted curve at half-maximal effect; nearly all actives have a fitted effect of over 55% in size; some results filed as inactive show a strong effect at the top dose; inactives centre near -15; many of its hits are not listed in these tables
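HEK-293-derived GP2 cells expressing PTHR1 and a GloSensor cAMP reporter, 3,000/well, plated overnight, given luciferin plus IBMX (each 0.5 mM as added) for 1 h at 37 °C, then compound for 1 h at 37 °C. Luminescence was read after 15 min at room temperature.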
EPAC2 ag: EPAC2 (human) agonism; Potency, µM (top dose mostly 154 µM), for inactives: at the highest dose activation, usual class: activators; Q8WZA2; EPAC2 activation, biochemical qHTS; response scale: 100% = 6.5 mM cAMP response; AID 720711; 360,000 compounds, 0.079% hits; also: potency is read from the fitted curve at half-maximal effect; nearly all actives have a fitted effect of over 50% in size
Target sequence (Q8WZA2 whole entry, looked up): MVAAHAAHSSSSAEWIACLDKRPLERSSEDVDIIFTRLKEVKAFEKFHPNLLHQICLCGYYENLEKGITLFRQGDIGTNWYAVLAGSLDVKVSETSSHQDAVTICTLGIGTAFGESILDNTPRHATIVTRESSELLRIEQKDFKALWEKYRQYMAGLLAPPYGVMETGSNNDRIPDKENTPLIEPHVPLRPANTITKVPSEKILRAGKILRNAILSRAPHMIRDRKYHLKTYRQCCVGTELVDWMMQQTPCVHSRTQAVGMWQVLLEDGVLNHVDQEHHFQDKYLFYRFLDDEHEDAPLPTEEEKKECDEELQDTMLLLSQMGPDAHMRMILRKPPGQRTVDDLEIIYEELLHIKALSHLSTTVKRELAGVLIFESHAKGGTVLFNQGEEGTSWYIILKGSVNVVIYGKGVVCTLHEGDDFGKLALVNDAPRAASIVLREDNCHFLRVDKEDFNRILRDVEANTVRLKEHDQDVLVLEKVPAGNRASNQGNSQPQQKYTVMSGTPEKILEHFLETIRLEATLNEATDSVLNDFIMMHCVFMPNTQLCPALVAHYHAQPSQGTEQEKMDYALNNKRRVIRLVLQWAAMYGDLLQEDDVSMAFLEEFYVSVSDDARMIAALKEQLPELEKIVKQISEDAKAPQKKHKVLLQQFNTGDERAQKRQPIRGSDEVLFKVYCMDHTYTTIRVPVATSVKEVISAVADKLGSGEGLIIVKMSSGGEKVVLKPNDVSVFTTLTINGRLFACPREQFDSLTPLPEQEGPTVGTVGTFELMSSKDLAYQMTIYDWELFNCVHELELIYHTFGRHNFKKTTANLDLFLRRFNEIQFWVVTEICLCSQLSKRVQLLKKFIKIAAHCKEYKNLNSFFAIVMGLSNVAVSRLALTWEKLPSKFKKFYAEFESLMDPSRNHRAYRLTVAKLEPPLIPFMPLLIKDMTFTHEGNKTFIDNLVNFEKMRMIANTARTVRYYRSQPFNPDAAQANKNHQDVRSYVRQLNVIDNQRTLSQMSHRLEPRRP
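Each well held 100 nM EPAC2, 250 nM RAP1B-BODIPY-GDP and 50 uM GDP. Fluorescence, read at 5-min intervals to 30 min, was referenced to a 6.5 mM cAMP positive control.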
DRD3 antagonist: blocks the human D3 dopamine receptor; P35462; D3R cells, DiscoveRx beta-arrestin luminescence, antagonist mode; hits give low values; max response, negative = inhibition, %; 360,000 compounds, 2.5% hits; in the data active = max response below about -50%; inconclusive = no clear call, values can overlap the other calls; also: % is scaled to controls: 0 for no effect and ±100 for the full control effect; mostly tested at two doses, the higher about 12 µM
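Cells plated overnight at 1500 cells/well, then exposed to library compounds with dopamine controls for 90 minutes at 37 degrees C. DiscoveRx reagent added for 30–60 minutes at room temperature; luminescence read, quantitative HTS format.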
EPAC2 antagonist: antagonists of human EPAC2 | Q8WZA2 | EPAC2 GEF exchange of Rap1B-BODIPY-GDP, fluorescence | Potency, µM (series often up to 114 µM), without a hit: top-dose activity, negative = inhibition, usual class: inhibitors | 360,000 compounds, 0.18% hits; also: potency is read from the fitted curve at half-maximal effect; % is scaled to controls: 0 for no effect and ±100 for the full control effect; nearly all actives have a fitted effect of over 45% in size; many of its hits are not listed in these tables
Mm-Cpn inhibitor: blocks the Methanococcus maripaludis chaperonin Mm-Cpn; purified Mm-Cpn ATPase, ADP Transcreener TR-FRET; Potency, µM (top dose mostly 76.9 µM), without a hit: at the highest dose activity, negative = inhibition, hits mostly inhibitors; 330,000 compounds, 0.031% hits; AID 504842; also: potency is read from the fitted curve at half-maximal effect; % is scaled to controls: 0 for no effect and ±100 for the full control effect; nearly all actives have a fitted effect of over 80% in size
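Purified archaeal Mm-CPN (25nM final) preincubated 10 min at 37degC with compound, then 10uM ATP for 30 min at 37degC; ADP measured by HTRF Transcreener TR-FRET; buffer 30 mM TRIS pH 7.4, 100mM KCl, 5mM MgCl2, 1mM DTT.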
CCT chaperon mod: changes cytosolic chaperonin activity; AID 651819; 360,000 compounds, 0.3% hits; activity change, % (test concentration not listed), hits read low; purified chaperonin ATPase assay, HTRF ADP detection, 30 min; in the data active = activity change below about -30%; also: % is scaled to controls: 0 for no effect and ±100 for the full control effect
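TRiC at 40 or 20 nM final (batch-dependent) in 30 mM Tris pH 7.4, 100 mM KCl, 5 mM MgCl2, 1 mM DTT, with compound at single 76 uM and 10 uM ATP, 30 min at 37 deg C. ADP detected by HTRF Transcreener, 665/615 ratio.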
* = called active by the depositor; i = inactive; ? = inconclusive; . = not tested or not shown; & = joins results of further samples; [ ] = another dose, or the depositor's remark. Unless noted, calls follow the shape of the dose curve; as a rule, active = well fitted curve in the direction sought with a large enough effect; inconclusive = small, poorly fitted or top-dose-only effect, or another doubt; inactive = no such curve, though single readings can be large; an effect the other way counts as inactive or inconclusive. This is a subset. The share of hits here may be higher or lower than overall.

SMILES	D3 ag	Akt phos inh	PTHR1 ag	EPAC2 ag	DRD3 antagonist	EPAC2 antagonist	Mm-Cpn inhibitor	CCT chaperon mod
CC(=O)NC12CC3CC(C1)CC(C(=O)OCC(=O)Nc1ncc(Cl)cc1Cl)(C3)C2	-3	i	-2%[57.5 µM]	11%	-25	-5%	-8%	-3.5
CCN(CC)S(=O)(=O)c1ccc(NCCc2ccccn2)nc1	3	i	i	6%	8	2%	0%	-1.0
O=C(NC(Cc1c[nH]c2ccccc12)C(=O)O)OCC1c2ccccc2-c2ccccc21 (stereo not given)	2	i	i	-8%	27	12%	.	-0.1
O=S(=O)(c1ccccc1)N1CCN(c2nnnn2-c2ccccc2)CC1	1	i	i	-2%	26	0%	-9%	-0.5
COc1cc2oc3ccccc3c2cc1N(CC(=O)N1CCCCC1)S(=O)(=O)c1ccc(C)cc1	-19	i	i	11%	-6	-3%	.	-3.8
COc1ccc2c(C=O)cn(C)c2c1	11	i	i	2%	3	7%	3%	2.4
CCOc1ccc(C(=O)NC2CCN(C(=O)NCc3ccccc3)CC2)cc1	3	i	i	5%	12	9%	-5%	-1.8
CCOC(=O)c1c(N)sc(C(=O)OC)c1C	0	i	?	23%	-16	-16%	0%	-2.8
C/C(Cn1nc([N+](=O)[O-])cc1C)=N\NC(=O)c1ccc(O)cc1O	6	i	-7%	1%	68	11%	-1%	-2.6
COc1ccccc1NC(=S)NCc1cccs1	-12	i	-25%	-1%	-20	14%	0%	0.4
COc1ccccc1OCC(=O)Nc1cc2c(cc1C(=O)O)OCCCO2	-17	i	-19%	-2%	8	1%	1%	0.2
CC(C)(C)OC(=O)NCCCC[C@H](NC(=O)c1nc[nH]c1C(=O)NC1CCN(C(=O)OC(C)(C)C)CC1)C(=O)OC(C)(C)C	15	i	-29%	-14%	55	-4%	-4%	-2.0
Cc1ccc(S(=O)(=O)NCC(NCc2ccc(F)cc2)c2ccccc2)cc1 (stereo not given)	-4	i	-16%	-5%	-17	-15%	1%	-0.4
COCCn1nnnc1C(C(C)C)N1CCN(C(=O)c2ccco2)CC1 (stereo not given)	3	i	i	-1%	0	-6%	-2%	1.1
CCC(=O)N1CCN(c2ccc(NC(=O)c3ccc4c(c3)OCCO4)cc2)CC1	5	i	i	3%	-4	-2%	0%	-1.7
COc1ccc(C(=O)NNC(=S)NC(=O)/C=C/c2cccs2)cc1	-8	i	-8%	1%	-22	14%	0%	-0.6
O=C1CCCC2(O)C1C(c1cccc(Br)c1)NC(=O)N2Cc1ccccc1 (stereo not given)	3	i	i	3%	-6	-1%	0%	-0.8
CCc1cccc(NC(=O)NC2CCCCC2)c1	2	i	-9%	0%	15	-6%	2%	-0.1
COCCCn1c(O)c(/C=C2\N=C(C#N)C(=Nc3ccc(C)cc3)O2)sc1=S	-1	i	-40%[inhibitor]	-8%	-6	-1%	2%	2.6
Clc1ccccc1/C=C/c1ccnc2ccccc12	-4	i	i	13%	-1	-26%	-2%	-2.6
CCn1c(O)c(C2=c3ccccc3=NC2=O)c2cc(Br)ccc21	-7	i	-30%	0%	-80*	3%	1%	-3.0
CC(=O)Nc1ccccc1OCc1cnc(Cl)s1	15	i	i	-3%	1	10%	-1%	2.1
COCCNC(=O)C1(C)CCCN(Cc2ccc(-c3ccccc3)o2)C1 (stereo not given)	-11	i	-8%	11%	3	-20%	.	0.3
CC(C)(C)OC(=O)NCCCC[C@H](NC(=O)c1nc[nH]c1C(=O)NC(c1ccccc1)c1ccccc1)C(=O)OC(C)(C)C	-6	i	-31%[inhibitor]	-10%	-23	-9%	.	0.3
Cn1c(=O)c2c(SCC(=O)NCC3CCCO3)nc(-c3ccccc3Cl)nc2n(C)c1=O (stereo not given)	-1	i	i	2%	-1	4%	-5%	-3.4
[O-]/[N+](=C\c1ccccc1)c1ccc(Br)cc1	7	i	-28%	6%	8	5%	-3%	-1.3
CCN(CC)c1ncnc2scc(C3COc4ccccc4O3)c12 (stereo not given)	6	i	-13%	1%	?	-4%	-3%	0.8
Cc1cc(OCC(=O)Nc2nccs2)c2c(C)cc(=O)oc2c1	3	i	14%	5%	4	4%	1%	1.2
Cc1cc(C)c(S(=O)(=O)N2CCCC(C(=O)NCc3cccnc3)C2)c(C)c1 (stereo not given)	-3	i	-25%	-5%	0	0%	0%	-0.8
CCOC(=O)c1c(C)[nH]c(C(=O)COC(=O)COc2ccccc2C=O)c1C	6	i	i	-5%	7	-12%	0%	-0.3
O=C(Nc1ccc(Cc2ccncc2)cc1)C1CCC(N2C(=O)C3C4C=CC(C4)C3C2=O)CC1 (stereo not given)	25	i	-13%[57.5 µM]	1%	13	-1%	-3%	1.1
O=C(C(c1ccccc1)c1ccccc1)N1CCOCC1	0	i	-5%[57.5 µM]	5%	16	8%	2%	-2.1
Cc1cccc2c(-c3ccccc3)cc(=O)[nH]c12	-2	i	-1%[57.5 µM]	4%	-18	6%	2%	-3.9
O=C(CSc1nnc(-c2cccc(S(=O)(=O)N3CCCC3)c2)n1-c1ccccc1)Nc1cccc(C(=O)O)c1	2	i	i	9%	-2	2%	0%	-1.1
Cc1onc(-c2c(F)cccc2Cl)c1C(=O)OCC(=O)NC1CC1	1	i	-12%	4%	-8	-4%	0%	1.0
Cc1ccc2nc3c(nc2c1C)CCCC3	8	i	i	15%	-6	-5%	-2%	0.4
C=CCNC(=O)CCNS(=O)(=O)c1ccc(Br)cc1	-18	i	i	5%	-24	3%	3%	-2.4
O=C(Cn1cc(CNC(=O)C2CCCCC2)nn1)Nc1cc(C(F)(F)F)ccc1Cl	.	.	-6%	1%	.	-4%	1%	.
O=C(CSc1nnnn1C1CCCC1)Nc1ccc2c(c1)OCCO2	5	i	-2%[57.5 µM]	12%	11	-1%	1%	-0.9
CNC(=O)C1CCC(=O)N1Cc1ccc(C)cc1 (stereo not given)	0	.	-1%[57.5 µM]	0%[15.6 µM]	-6	4%	1%	0.2
O=C(c1ccco1)N1CCN=C1SCc1ccccc1F	0	i	-58%[inhibitor]	-7%	-7	13%	1%	-6.1
CC(=O)Nc1ccc(S(=O)(=O)NC2(C(F)(F)F)C(=O)Nc3c2c(=O)[nH]c(=O)n3C)cc1 (stereo not given)	9	i	-21%[57.5 µM]	3%	?	2%	0%	0.1
COc1cc(C(C)=O)ccc1OCC(=O)Nc1ccccc1N1CCCC1	4	i	-35%[inhibitor]	3%	17	-1%	1%	-11
CC(C)OC(=O)CSc1nnc(-c2ccncc2)n1N	-5	i	i	-6%	7	0%	-3%	-2.8
CN(C)c1ccc(CNC(=O)CCS(=O)(=O)c2ccc3c(c2)oc(=O)n3C)cc1	7&1	i	-23%	2%	5	3%	-5%	-0.6
CCCCN1C(=O)c2ccc(C(=O)Nc3cccc(C)c3C)cc2C1=O	7	i	-5%	0%	18	0%	1%	-0.4
CC(=O)C1=C(C)Nc2ncnn2C1c1ccccc1OCc1ccccc1 (stereo not given)	3	.	-3%[57.5 µM]	-4%[15.6 µM]	14	-18%	-4%	0.1
Cc1cc(NC(=O)CC(CN(C)S(=O)(=O)c2ccccc2)c2ccccc2)no1 (stereo not given)	-4	i	-83%[inhibitor]	-7%	?	-6%	2%	2.2
O=C(NCCCN1CCCC1=O)C(=O)NCC1OCCN1S(=O)(=O)c1ccc(Cl)cc1 (stereo not given)	-4	i	-10%	9%	-4	-4%	0%	-1.4
Cc1cc(C(=O)NCCCN2CCOCC2)n(-c2ccccc2)n1	1	i	-1%	11%	0	-6%	0%	-0.5

Limited to DRD3 antagonist and EPAC2 antagonist (3 entries from above):
SMILES	DRD3 antagonist	EPAC2 antagonist
CCCCN1C(=O)c2ccc(C(=O)Nc3cccc(C)c3C)cc2C1=O	18	0%
CC(=O)C1=C(C)Nc2ncnn2C1c1ccccc1OCc1ccccc1 (stereo not given)	14	-18%
Cc1cc(NC(=O)CC(CN(C)S(=O)(=O)c2ccccc2)c2ccccc2)no1 (stereo not given)	?	-6%

3 of the compounds above, field by field:
Molecule: Cc1cc(C(=O)NCCCN2CCOCC2)n(-c2ccccc2)n1
  D3 ag: 1 | Akt phos inh: i | PTHR1 ag: -1% | EPAC2 ag: 11% | DRD3 antagonist: 0 | EPAC2 antagonist: -6% | Mm-Cpn inhibitor: 0% | CCT chaperon mod: -0.5

Molecule: CN(C)c1ccc(CNC(=O)CCS(=O)(=O)c2ccc3c(c2)oc(=O)n3C)cc1
  D3 ag: 7&1 | Akt phos inh: i | PTHR1 ag: -23% | EPAC2 ag: 2% | DRD3 antagonist: 5 | EPAC2 antagonist: 3% | Mm-Cpn inhibitor: -5% | CCT chaperon mod: -0.6

Molecule: O=C(NCCCN1CCCC1=O)C(=O)NCC1OCCN1S(=O)(=O)c1ccc(Cl)cc1 (stereo not given)
  D3 ag: -4 | Akt phos inh: i | PTHR1 ag: -10% | EPAC2 ag: 9% | DRD3 antagonist: -4 | EPAC2 antagonist: -4% | Mm-Cpn inhibitor: 0% | CCT chaperon mod: -1.4

Additional compounds:
SMILES	D3 ag	Akt phos inh	PTHR1 ag	EPAC2 ag	DRD3 antagonist	EPAC2 antagonist	Mm-Cpn inhibitor	CCT chaperon mod
CCOC(=O)C(NC(=O)CC)C(O)c1cccc([N+](=O)[O-])c1 (stereo not given)	-1	i	i	4%	-17	14%	5%	4.0
O=C(Oc1ccc(=O)n(-c2ccccc2)n1)c1ccc(Cl)cc1	2	i	i	4%	5	6%	-1%	-0.5
C=C(C)CNC(=S)Nc1sc2c(c1C(=O)OCC)CC(C)(C)OC2	-2	i	i	-25%	-15	0%	-3%	-1.2
C[C@@H](C(=O)Nc1ccc2ccccc2c1)[C@@H]1C[C@@]1(C)[C@@H](NC(=O)c1cnccn1)c1ccccc1	-11	i	-25%	11%	-75*	0%	-2%	-2.8
Cn1c(=O)c2ncn(CC(=O)Nc3nc(-c4ccc(Cl)cc4)cs3)c2n(C)c1=O	-2	i	-18%	-1%	24	1%	-4%	-2.8
